Source: PubChem BioAssay
ANO1 block – blocks the mouse calcium-activated chloride channel TMEM16A. actives 1.2% (n = 310,000). HEK293 TMEM16A/YFP iodide influx fluorescence, ionomycin. AID 588511. Q8BHY3. normalized B-score (activity score, 25-100; higher = stronger inhibition) at 10 µM;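 active means ratio plate-corrected score three or more library SD toward inhibition, starting fluorescence score within five deviations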;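 further: score derived from kinetic fluorescence span divided by baseline fluorescence per well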
TRPC6 inhibitor – inhibitors of mouse TRPC6 channel | HEK293-TRPC6, membrane potential dye, ACh-evoked depolarization; active compounds read low | B-score at 10 µM | actives 1.1% (n = 310,000) | AID 2553;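 active means B-score under library mean minus 3 SD, initial fluorescence not abnormally high, positive integrated signal ratio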;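 further: B-score derived from integrated fluorescence ratio over the kinetic read; more negative B-score means stronger inhibition of depolarization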
MrgX1 allo act – allosterically activates human MrgX1 receptor signaling | B-score at 10 µM | Q96LB2 | MrgX1-HEK293, Fluo-4 calcium flux, FDSS; active compounds read high | actives 0.63% (n = 310,000);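 active means plate-corrected calcium response at least 3 library SD above typical, normal starting fluorescence, not activating the receptor alone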;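 further: compound read alongside a low EC10 to EC30 dose of BAM8-22 agonist; peak minus trough fluorescence over baseline measured at the second addition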
Target sequence (Q96LB2 whole entry, looked up): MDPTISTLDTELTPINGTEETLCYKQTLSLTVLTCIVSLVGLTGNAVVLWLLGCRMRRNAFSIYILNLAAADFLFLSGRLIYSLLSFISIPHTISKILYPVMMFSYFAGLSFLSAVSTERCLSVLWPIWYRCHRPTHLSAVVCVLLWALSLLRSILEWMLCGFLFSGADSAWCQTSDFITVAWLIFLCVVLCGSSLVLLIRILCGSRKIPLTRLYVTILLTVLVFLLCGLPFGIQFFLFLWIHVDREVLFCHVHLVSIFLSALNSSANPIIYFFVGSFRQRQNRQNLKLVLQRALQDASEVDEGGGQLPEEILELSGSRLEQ
RGS4 block – human RGS4 inhibition; P49798; HEK293 M3R/RGS4 inducible, Fluo-4 calcium flux; active compounds read high; triggered by carbachol at its EC20; B-score at 10 µM; actives 0.45% (n = 310,000); AID 463165;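 active means B-score, a plate-corrected calcium signal, over three deviations above library mean, with baseline fluorescence within five deviations of library mean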;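 further: RGS4 expression induced by doxycycline in cells with stable M3 receptor; B-score is computed from the integrated fluorescence ratio over baseline after carbachol; higher B-score means a larger calcium signal and so more RGS4 inhibition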
Target sequence (P49798 whole entry, looked up): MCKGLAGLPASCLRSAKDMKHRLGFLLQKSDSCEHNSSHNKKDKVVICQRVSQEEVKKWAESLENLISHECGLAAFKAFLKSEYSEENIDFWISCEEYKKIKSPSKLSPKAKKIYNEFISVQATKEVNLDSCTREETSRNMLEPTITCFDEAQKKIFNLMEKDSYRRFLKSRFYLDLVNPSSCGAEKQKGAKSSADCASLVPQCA
HDAC3 inh – human HDAC3 inhibition. O15379. recombinant HDAC3, fluorogenic peptide/trypsin coupled, fluorescence. inhibition, % at 8.3 µM. actives 0.15% (n = 320,000). AID 2718; in the data active means inhibition above about 26%, passing the limit was not always enough; inconclusive means no clear call, values can overlap the other calls
Target sequence (O15379 whole entry, looked up): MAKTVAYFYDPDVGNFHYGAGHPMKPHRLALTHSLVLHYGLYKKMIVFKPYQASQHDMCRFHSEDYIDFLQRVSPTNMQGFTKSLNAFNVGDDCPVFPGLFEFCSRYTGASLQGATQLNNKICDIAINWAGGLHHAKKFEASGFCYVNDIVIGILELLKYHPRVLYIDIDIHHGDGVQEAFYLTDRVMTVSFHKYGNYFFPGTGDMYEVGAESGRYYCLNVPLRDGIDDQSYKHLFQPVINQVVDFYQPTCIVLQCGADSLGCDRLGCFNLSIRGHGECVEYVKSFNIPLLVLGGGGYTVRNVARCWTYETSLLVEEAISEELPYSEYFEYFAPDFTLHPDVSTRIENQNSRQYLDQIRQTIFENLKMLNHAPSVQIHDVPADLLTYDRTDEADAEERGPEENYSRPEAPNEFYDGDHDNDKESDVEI
ANO1 activ – mouse TMEM16A channel activation, primary screen; B-score at 10 µM; AID 623877; Q8BHY3; HEK293 TMEM16A/YFP-H148Q/I152L, iodide quench fluorescence; active compounds read low; actives 0.3% (n = 340,000);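 active means fluorescence-ratio B-score plate-corrected deviation score at least 3 library SD below zero, with starting fluorescence score within 5 deviations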;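 further: channel opened by trigger with iodide after compound preincubation; score built on the fluorescence ratio of max minus min over baseline; more negative score means more quench and so TMEM16A activation or potentiation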
MrgX1 antag – blocks BAM8-22 activation of human MrgX1 receptor; MRGX1-HEK293 calcium flux, Fluo-4, BAM8-22 antagonism; active compounds read low; B-score at 10 µM; actives 1.3% (n = 310,000); AID 588676;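 active means calcium-response B-score plate-corrected more than 3 library SD below zero, starting fluorescence within 5 deviations, no agonist response on first addition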;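 further: peak minus trough fluorescence over baseline after final BAM8-22 challenge near maximal dose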
RGS4 act – RGS4 potentiation or activation | AID 463111 | HEK293 M3R/inducible RGS4, carbachol calcium flux Fluo4; active compounds read low | actives 0.92% (n = 310,000) | B-score at 10 µM;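 active means B-score of the integrated calcium signal more than 4 SD below the library mean, with starting fluorescence not abnormally high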;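 further: negative B-score means reduced calcium response which marks RGS4 activation or potentiation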
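Reagent: ECmax carbachol challenge; Test system: M3R-expressing HEK293 line, RGS4 induced by doxycycline; Schedule: overnight RGS4 induction, 30 min dye load 37 °C, 20 min compound RT; Detection: calcium dye Fluo4 fluorescence; Read-out: Agonist-evoked peak-minus-minimum fluorescence over baseline, integrated ratio, B score.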
TRPC6 activator – activators of mouse TRPC6 channel; Q61143; HEK293-TRPC6 membrane potential dye fluorescence; active compounds read high; B-score at 10 µM; actives 0.13% (n = 310,000); AID 2550;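 active means B-score of the integrated fluorescence ratio above library mean plus 3 SD, and starting fluorescence ratio within library mean plus 5 SD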;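 further: higher score means more depolarization so channel activation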
MrgX1 ag – agonists of human MrgX1 receptor; actives 0.44% (n = 310,000); MrgX1-HEK293 cells, Fluo-4 calcium fluorescence, agonist mode; active compounds read high; AID 588627; Q96LB2; B-score at 10 µM;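 active means calcium response B-score plate-corrected fluorescence ratio at least 3 library SD, with starting fluorescence B-score inside 5 SD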
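times = overnight plating, then 30 min 37 °C plus 30 min room-temperature dye loading | assay system = stable human MrgX1 HEK293 cell line | input = fifteen thousand cells per well | signal = kinetic calcium dye fluorescence, Fluo-4 NW | dosing = compound delivered in addition one of three | read-out = B-scored fluorescence response ratio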
SKKanGAS inh – SKKanGAS growth inhibition | S. pyogenes SKKanGAS, kanamycin growth, BacTiter-Glo, 6 h | inhibition, % at 7.5 µM | actives 1.3% (n = 300,000);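 active means mean replicate score, as percent of positive control median, at least 50; inconclusive means mean below 50 but one replicate at or above 50; inactive means mean and every replicate below 50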;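 further: strain carries kanamycin resistance gene driven by streptokinase promoter and grows in 40 µg/ml kanamycin; loss of luminescence reflects streptokinase promoter inhibition or plain growth inhibition; 0% = median of DMSO wells and 100% = positive control at its reference dose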
* = called active by the depositor; i = inactive; ? = inconclusive; . = no result given. Compounds were not picked by outcome. Share with any hit: about 6.7%.

structure	MrgX1 ag	MrgX1 allo act	TRPC6 activator	ANO1 block	RGS4 act	TRPC6 inhibitor	SKKanGAS inh	MrgX1 antag	ANO1 activ	HDAC3 inh	RGS4 block
O=C1c2ccccc2C(=O)N1CCCCN(C(=O)c1cc([N+](=O)[O-])ccc1Cl)c1ccc(Cl)cc1	i	i	i	i	i	i	12	i	i	2	i
O=C(O)CC(Cc1ccccc1)(C(=O)O)c1ccccc1 (stereo not drawn)	i	i	i	i	i	i	-5	i	i	?	i
CCCCc1nnc(NC(=O)C(C)Sc2nc(N)cc(=O)[nH]2)s1 (stereo not drawn)	i	i	i	i	i	i	-3	i	i	5	i
CCc1cc2c(=O)oc(-c3ccc(F)cc3)nc2s1	i	i	i	i	i	i	0	i	i	4	i
Cc1ccc(-n2ncc3c(NCC4CCCO4)ncnc32)c(C)c1 (stereo not drawn)	i	i	.	i	.	.	.	i	i	-2	.
Cc1ccc(Cl)cc1N1CCN(S(=O)(=O)c2ccc3c(c2)CC(=O)N3C)CC1	i	i	i	i	i	i	-1	i	i	-2	i
CCC(NC(=O)C1CCCC1)c1ccc(C)cc1 (stereo not drawn)	i	i	i	i	i	i	5	i	i	-1	i
CCOc1cc(C(=O)NCCN2C(=O)S/C(=C\c3cccnc3)C2=O)cc(OCC)c1OCC	i	i	i	i	i	i	2	i	i	2	i
COC(=O)c1c(S(N)(=O)=O)c2ccccc2n1C	i	i	i	i	i	i	6	i	i	-30	i
O=C(O)CSc1nnc(CSc2nc3ccccc3s2)n1-c1ccccc1	i	i	i	i	i	i	-2	i	i	-4	i
CCOC(=O)c1cnn(-c2ccccn2)c1N	i	i	i	i	i	i	-7	i	i	6	i
C#CCN1N=C(c2ccc(C)cc2)CSC1=O	i	i	i	i	i	i	-6	i	i	-3	i
Cc1ccc(S(=O)(=O)Nc2cc(C(=O)O)ccc2N2CCCCC2)cc1	i	i	i	i	i	i	1	i	i	-4	i
COC(=O)CN(C(=S)Nc1ccc(F)cc1)C1CC(=O)N(c2ccc(OC)cc2)C1=O (stereo not drawn)	i	i	i	i	i	i	1	i	i	4	i
O=C(N1CCN(CCO)CC1)N1c2ccccc2CCc2ccccc21	i	i	i	i	i	i	3	i	i	1	i
COC(=O)C1=C(C(=O)OC)[C@@H]2N(C)c3ccc(OC)cc3[C@@]23C[C@@H](C(=O)OC)N(C(=O)c2cccs2)C3=N1	i	i	i	i	i	i	5	i	i	0	i
COc1cc(NC(=S)NCCN2CCOCC2)cc(OC)c1OC	i	i	i	i	i	i	1	i	i	-2	i
O=C(O)CN1C(=O)/C(=C/c2ccccc2Br)Oc2ccccc21	i	i	i	i	i	i	-11	i	i	-7	i
O=C(OC1CCOC1=O)c1ccc(-c2nc3ccccc3s2)s1 (stereo not drawn)	i	i	i	i	i	i	17	i	i	-6	i
O=C(N/N=C/c1cc2c(cc1Br)OCO2)c1ccccn1	i	i	i	i	i	i	3	i	i	?	i
CCCNCc1cc(OCC)c(OCC(=O)Nc2ccccc2)cc1Br	i	i	i	i	i	i	-15	i	i	1	i
CCC(=O)Nc1ccccc1Nc1cc(C#N)c(C#N)cc1[N+](=O)[O-]	i	i	i	i	i	i	15	i	i	1	i
CCOC(=O)C1CCC(CNCc2ccc(Cl)cc2)CC1 (stereo not drawn)	i	i	i	i	i	i	-4	i	i	-5	i
O=C(CSc1nnc2c3ccccc3c3ccccc3c2n1)Nc1ccccc1	i	i	i	i	i	i	15	i	.	-4	i
COc1ccc2c(C)c(CCC(=O)NC3CC3)c(=O)oc2c1C	i	i	i	i	i	i	-3	i	i	-14	i
COC(=O)CCc1c(C)[nH]c(=S)[nH]c1=O	i	i	i	i	i	i	16	i	i	3	i
CCCCCOC(=O)CSc1nc2c(c(=O)[nH]c(=O)n2C)n1Cc1ccc(Cl)cc1	i	i	i	i	i	i	4	i	i	.	i
COc1ccc2c(c1)C(c1ccc([N+](=O)[O-])cc1)=NNC(c1ccco1)=N2	i	i	i	i	i	i	29	i	i	4	i
O=C(CN1CCN(Cc2ccc(Cl)cc2)C1=O)NCc1cccs1	i	i	i	i	i	i	-4	i	i	?	i
CCc1ccccc1NC(=O)c1nnn(CC(=O)Nc2ccccc2C)c1N	i	i	i	i	i	i	0	i	i	-3	i
Cc1ccc(C(=O)CSc2nnc(Cn3nnc4ccccc43)n2C)cc1	i	i	i	i	i	i	-8	i	.	0	i
O=C(NCCCN1CCN(CCCNC(=O)c2ccc3c(c2)OCO3)CC1)c1ccc2c(c1)OCO2	i	i	i	i	i	i	-4	i	i	10	i
COCCCNC(=O)Cn1ncc2c(=O)oc3ccccc3c21	i	i	i	i	i	i	3	i	i	-2	i
COc1ccc(S(=O)(=O)c2ccc(OC)cc2)cc1	i	i	i	i	i	i	14	i	i	-5	i
CCc1noc(C)c1C(=O)N(CC)c1nc2c(C)cccc2s1	i	i	i	i	i	i	14	i	i	3	i
Cc1csc(NC(=O)c2cc3c(s2)CCC3)n1	i	i	i	i	i	i	2	i	i	11	i
COc1ccc2c(c1)C(SCC(=O)NCc1ccccc1)CC(C)(C)O2 (stereo not drawn)	i	i	i	i	i	i	-5	i	i	7	i
COc1ccc(C(CCNCc2ccccc2)c2ccc(F)cc2)cc1 (stereo not drawn)	i	i	i	i	i	i	-7	i	i	5	i
CCNC(=S)N1CCN(c2ccccc2OCC)CC1	i	i	i	i	i	i	-16	i	i	6	i
Cc1cccc(-n2nnc(C(=O)NC3CCCc4ccccc43)c2N)c1 (stereo not drawn)	i	i	i	i	i	i	7	i	i	7	i
Cc1ncoc1C(=O)N1CCCC(C(=O)c2ccc(C(F)(F)F)cc2)C1 (stereo not drawn)	i	i	i	i	i	i	-6	i	i	10	i
CC(C)(C)OC(=O)NCC1CCC(C(=O)NC[C@H](CC(=O)O)c2ccc(Cl)cc2)CC1 (stereo partly drawn)	i	i	i	i	i	i	2	i	i	-4	i
Cc1cc(N)n(-c2ccc(C(=O)O)cc2)n1	i	i	i	i	i	i	2	i	i	3	i
O=C(NC(Cc1c[nH]c2ccccc12)C(=O)O)c1ccccc1 (stereo not drawn)	i	i	i	i	i	i	2	i	i	5	i
Cc1ccc(-c2csc(N3CCC(NS(=O)(=O)c4ccc5c(c4)OCCO5)CC3)n2)cc1	i	i	i	i	i	i	7	i	i	13	i
COC(=O)c1ccc(N2C(=O)C3CC(C)=C(C)CC3C2=O)cc1 (stereo not drawn)	i	i	i	i	i	i	-5	i	i	2	i
Cc1ccc(OCC(=O)N/N=C/c2ccncc2)cc1	i	i	i	i	i	i	-4	i	i	5	i
COc1ccc(CCNS(=O)(=O)c2cnc(Cl)c(Br)c2)cc1OC	i	i	i	i	i	i	4	i	i	-2	i
COc1ccc2cc(CN(CC3CCCO3)C(=S)Nc3ccccc3)c(=O)[nH]c2c1 (stereo not drawn)	i	i	i	i	i	i	7	i	i	4	i
CSc1ncc(C(=O)Nc2ccc(Br)cn2)c(C)n1	i	i	i	i	i	i	5	i	i	-4	i
O=C(NC(=S)Nc1ccc2c(c1)OCCO2)c1cccc2ccccc12	i	i	i	i	i	i	33	i	i	-4	i
Cc1nc(NCCN2CCOCC2)c2nnn(Cc3ccccc3Cl)c2n1	i	i	i	i	i	i	2	i	i	0	i
O=C(/C=C/c1ccccc1)NC(=S)N1CCSCC1	i	i	i	i	i	i	-1	i	i	-2	i
CCN(CC)C1=NC=CC(c2ccccc2)=CC1C (stereo not drawn)	i	i	i	i	i	i	3	i	i	1	i
COc1cc(NC(=S)NCc2ccc(S(N)(=O)=O)cc2)c(OC)cc1Cl	i	i	i	i	i	i	2	i	i	-4	i
CC(C)Cc1nn2c(=O)cc(CSCC(=O)Nc3ccccc3F)nc2s1	i	i	i	i	i	i	-3	i	i	0	i
Cc1noc(NC(=O)c2ccccc2Cl)c1C#N	i	i	i	i	i	i	-3	i	i	2	i
CCN1CCN(CC(=O)c2c[nH]c3ccccc23)CC1	i	i	i	i	i	i	5	i	.	7	i
Cc1ccc(/C=N/N2CCN(c3ccccc3)CC2)cc1	i	i	i	i	i	i	0	i	i	1	i
O=C(/C=C/c1ccco1)N1CCCC(c2ccccc2)C1 (stereo not drawn)	i	i	i	i	i	i	4	i	i	3	i

Additional compounds.
structure	MrgX1 ag	MrgX1 allo act	TRPC6 activator	ANO1 block	RGS4 act	TRPC6 inhibitor	SKKanGAS inh	MrgX1 antag	ANO1 activ	HDAC3 inh	RGS4 block
CCCCN(C(=O)C1CCN(C(=O)c2ccccc2C)CC1)c1c(N)n(CCCC)c(=O)[nH]c1=O	i	i	i	i	i	i	10	i	i	-1	i
O=C(NCCSc1c[nH]c2ccccc12)c1ccc(Br)o1	i	i	i	i	i	i	4	i	i	-3	i
CCOc1ccc(S(=O)(=O)NCCC(=O)NC2CCCCC2)cc1	i	i	i	i	i	i	-1	i	i	-10	i
O=C(CNCc1cccs1)NC12CC3CC(CC(C3)C1)C2	i	i	i	i	i	i	1	i	i	4	i
Cn1c(=O)cc(SCC(=O)NCC2COc3ccccc3O2)c2ccccc21 (stereo not drawn)	i	i	i	i	i	i	-4	i	i	2	i
CCOc1ccc(CCNC(=O)c2cccc(NC3=NC4CS(=O)(=O)CC4S3)c2)cc1OCC (stereo not drawn)	i	i	i	i	i	i	-4	i	i	-12	i
COc1ccc(C2c3ccc(O)cc3Oc3ncn(CC(C)C)c(=N)c32)cc1 (stereo not drawn)	i	i	i	i	i	i	10	i	i	-4	i
Nc1cc(=O)nc(SCc2ccccc2)n1Cc1ccco1	i	i	i	i	i	i	2	i	i	-1	i
COc1ccccc1NC(=O)c1ccc(S(=O)(=O)N2CCCC(C)C2)cc1 (stereo not drawn)	i	i	i	i	i	i	10	i	i	0	i
c1ccc(-n2nnnc2N2CCOCC2)cc1	i	i	i	i	i	i	.	i	i	1	i
CC12CC3CC(C)(C1)CC(C(=O)NCc1ccco1)(C3)C2	i	i	i	i	i	i	5	i	i	0	i
CC[C@H](C)[C@@H](C(=O)NCCCCCCCCCCC(=O)N1CCNCC1)n1cc(CCCCN=C(N)N)nn1	i	i	.	i	.	.	.	i	i	?	.
